# Assay outcomes from PubChem BioAssay.
# hK5 inh: human KLK5 protease inhibitors, primary screen, biochemical, 1536-well; recombinant hK5, fluorogenic AMC substrate cleavage; AID 873, 2007; 210,000 compounds, 0.59% hits; Kallikrein-5 (Homo sapiens), Q9Y337; inhibition, % at 5 µM;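 active means inhibition of 40% or more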;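 further: 0% = enzyme controls without compound and 100% = no-enzyme blanks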
# TNF death inh: inhibitors of TNF-alpha triggered necroptosis, primary screen, cell-based, Jurkat FADD-/-, single concentration; Jurkat FADD-/- TNF necroptosis rescue, ATP luminescence, 24 h; 0 = TNF only, 100 = no-TNF cells; AID 463075, 2010; 220,000 compounds, 0.068% hits; activation (protection from cell death), % at 10 µM;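 active means activation, meaning protection from cell death, of at least 50% relative to plate controls; inactive means activation below 50%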;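 further: necroptosis triggered by 40 ng/mL TNF-alpha added together with compound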
# thrombin 1536: human alpha-thrombin inhibitors, primary screen, counter-screen for coagulation protease inhibitor project, biochemical, 1536-well, fluorogenic AMC substrate | Boc-VPR-AMC fluorogenic substrate cleavage | 220,000 compounds, 0.26% hits | AID 1046, 2008 | inhibition, % at 5 µM | Prothrombin (Homo sapiens), P00734;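 active means inhibition at or above 40%; inactive means inhibition below 40%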;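 further: 0% = enzyme with no compound and 100% = wells without enzyme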
#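 signal = AMC fluorescence, 355/460 nm | material = human alpha-thrombin enzyme | control set = enzyme without compound as high, wells lacking enzyme as low | times = reaction at room temperature | read-out basis = percent inhibition scaled between no-compound controls and no-enzyme blanks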
# FXIIa inh 1536: human FXIIa protease inhibitors, primary screen, biochemical, 1536-well; 220,000 compounds, 0.3% hits; inhibition, % at 5 µM; purified FXIIa, Boc-QGR-AMC fluorogenic substrate, 2 h; AID 800, 2007; in the data active means inhibition above about 40%;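 further: 0% = enzyme with no compound and 100% = blank without enzyme; many of its hits are not listed in these tables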
# FXIa inh: human FXIa protease inhibitors, primary screen, biochemical, 1536-well; purified FXIa, Boc-Glu-Ala-Arg-AMC fluorogenic substrate; inhibition, % at 5 µM; 220,000 compounds, 0.14% hits; AID 798, 2007;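 active means inhibition of at least 40%; inactive means inhibition below 40%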;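 further: fluorescence of freed AMC excited at 355 nm; 0% = enzyme without compound and 100% = no enzyme blank; many of its hits are not listed in these tables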
# Target sequence (P03951 19-387 limits assumed): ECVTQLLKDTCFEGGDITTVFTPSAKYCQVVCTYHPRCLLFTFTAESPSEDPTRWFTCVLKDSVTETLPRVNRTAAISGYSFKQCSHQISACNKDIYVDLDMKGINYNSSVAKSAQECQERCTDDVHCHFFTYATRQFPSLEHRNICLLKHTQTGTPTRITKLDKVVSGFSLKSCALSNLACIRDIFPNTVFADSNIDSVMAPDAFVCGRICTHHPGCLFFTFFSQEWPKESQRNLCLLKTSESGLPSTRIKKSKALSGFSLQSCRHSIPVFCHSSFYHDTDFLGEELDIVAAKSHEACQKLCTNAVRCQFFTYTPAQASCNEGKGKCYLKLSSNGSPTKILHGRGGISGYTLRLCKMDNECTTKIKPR
# Target sequence (P03951 388-625 limits assumed): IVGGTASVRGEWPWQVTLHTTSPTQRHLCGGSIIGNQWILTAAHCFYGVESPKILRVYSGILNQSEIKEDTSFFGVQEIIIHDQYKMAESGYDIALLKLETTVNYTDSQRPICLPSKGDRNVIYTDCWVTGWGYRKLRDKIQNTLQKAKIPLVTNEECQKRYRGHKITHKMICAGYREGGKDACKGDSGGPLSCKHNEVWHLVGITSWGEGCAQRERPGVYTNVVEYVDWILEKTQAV
# Rad51 HR inh: human RAD51 strand exchange inhibitors, primary screen, biochemical, fluorescence | AID 1385, 2008 | DNA repair protein RAD51 homolog 1 (Homo sapiens), Q06609 | hRad51 DNA strand exchange, fluorescence dequenching | inhibition, % at 10 µM | 200,000 compounds, 0.085% hits;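 active means inhibition above 40% at the single screening dose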;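 further: 0% = DMSO control wells and 100% = blanks with heterologous ssDNA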
# Target sequence (Q06609 whole entry, looked up): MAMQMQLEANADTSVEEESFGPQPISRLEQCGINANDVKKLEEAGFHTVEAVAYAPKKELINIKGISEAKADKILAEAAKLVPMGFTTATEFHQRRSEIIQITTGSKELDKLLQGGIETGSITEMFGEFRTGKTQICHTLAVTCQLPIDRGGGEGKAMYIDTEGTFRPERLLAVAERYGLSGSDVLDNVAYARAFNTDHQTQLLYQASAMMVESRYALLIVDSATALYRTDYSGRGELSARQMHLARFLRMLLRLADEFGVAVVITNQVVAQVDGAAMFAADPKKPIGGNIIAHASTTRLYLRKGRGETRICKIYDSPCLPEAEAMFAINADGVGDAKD
#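 material = hRad51 filaments on single-stranded DNA | reagent = Donor/quencher-labelled 47-bp dsDNA substrate | compound = 10 µM final, single point | schedule = strand-exchange reaction 15 min at room temperature | measured by = fluorescein emission 520 nm, excitation 485 nm | read-out basis = % inhibition versus plate control and blank means | benchmarks = plate controls and plate blanks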
# Cl transport mod: KCC2 cotransporter modulators, thallium flux, primary screen, cell-based, HEK293 KCC2, FluoZin-2 fluorescence, MLSMR. KCC2 cells, thallium flux FluoZin-2 fluorescence. B-score of Tl+ flux slope (higher = more flux/activation; lower = inhibition) at 10 µM. 190,000 compounds, 2.2% hits;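 active means thallium flux slope and its plate-corrected score both differing from the plate sample mean at a set confidence after two filtering rounds, in either direction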;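 further: slope of fluorescence scaled to starting intensity during 10 to 20 s after thallium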
# zVAD death inh: inhibitors of zVAD-triggered necroptosis, primary screen, L929 cells. viability rescue, % at 10 µM. 220,000 compounds, 0.38% hits. L929 zVAD necroptosis rescue, ATP luminescence, 24 h; with zVAD 60 µM;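 active means activation, scaled between plate controls, above about 75%, limit read from the data; inactive means activation under that limit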;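 further: 0% = zVAD with DMSO and 100% = DMSO alone without zVAD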
# Hck-Nef inh: inhibitors of Nef-activated human Hck kinase, primary screen, biochemical, Z-Lyte FRET, 384-well, Hck-YEEI | inhibition, % at 20 µM | AID 463187, 2010 | 220,000 compounds, 0.68% hits | Recombinant Hck-YEEI plus Nef, Z-Lyte FRET kinase assay;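 active means Hck-Nef kinase inhibition above about 50%, limit read from the data; inactive means inhibition below that limit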;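 further: 0% = DMSO with Hck plus Nef and 100% = Hck alone without Nef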
# * hit, by the source's call; . = not tested or not shown.
SMILES,hK5 inh,TNF death inh,thrombin 1536,FXIIa inh 1536,FXIa inh,Rad51 HR inh,Cl transport mod,zVAD death inh,Hck-Nef inh
CC(Sc1ncc(C#N)c(N)n1)C(=O)Nc1ccccc1 (stereo not drawn),-4,3.0,-3,2,-5,8,.,0.4,1
Cc1cc2cc3c(cc2nc1SCC(=O)OC(C)C)OCO3,-19,0.3,4,6,6,.,0.24,-0.8,12
CCOc1cc(/C=C2/SC(=S)N(CC(=O)O)C2=O)ccc1OC(=O)c1cccs1,6,-0.7,0,9,7,.,-3.3,-0.5,19
CCOc1ccccc1-n1c(SCC(=O)NC(C)CC)nnc1-c1ccoc1C (stereo not drawn),4,0.5,-2,5,-5,-3,-1,-0.4,-1
COc1ccc(C)cc1NC(=O)C1CCC(CNc2c(N3CCOCC3)c(=O)c2=O)CC1 (stereo not drawn),-9,-3.6,-6,6,-4,-3,1.6,1.4,1
Cc1cc(-c2ccc3ccccc3c2)n2ncnc2n1,-3,-1.8,-12,0,-7,3,-0.48,2.8,22
CC(C)c1ccc(Oc2cccc(C(=O)/C(C#N)=C/N(C)C)c2)cc1,-2,0.5,-2,-4,6,-3,-1.1,0.0,6
CSc1ncc(C(C)=O)c(C)n1,-3,-0.4,-4,7,7,6,1.1,4.0,27
CCOC(=O)CNC(=O)N1CCCC(CCC(=O)NCc2ccc(F)c(F)c2)C1 (stereo not drawn),.,0.9,3,12,3,10,0.36,-0.2,-48
Cc1cccc(NC2=C/C(=N/S(=O)(=O)c3cccs3)c3ccccc3C2=O)c1,-10,-14,-2,4,-2,.,0.1,0.8,1
COC(=O)CN1C(=S)N(C)C(=O)C1CC(=O)Nc1ccccc1 (stereo not drawn),-8,1.0,-7,9,-1,3,0.91,0.3,2
CCCC/C(C)=N/NC(=O)NC1CCCCC1,-10,0.7,-6,15,2,0,1.1,1.4,1
COc1ccc(CNC(=O)C2CSC(c3ccc(OC)cc3)N2C(C)=O)cc1 (stereo not drawn),-21,0.0,-8,-6,-8,3,0.3,0.0,1
O=C(CSc1ccc(Cl)cc1)Nc1ncccn1,-18,0.4,-6,11,2,7,0.065,-0.3,4
COc1ccc(CC(=O)Nc2nc(-c3cccc([N+](=O)[O-])c3)cs2)cc1,-16,2.4,-19,-6,-3,0,-0.17,0.7,2
Cc1ccccc1NC(=O)Cn1c(=O)n(-c2ccc(CC(=O)NCC3CCCO3)cc2)c(=O)c2ccccc21 (stereo not drawn),0,-0.3,-7,6,3,-7,-0.016,2.0,-4
Cc1ccc(-n2ncc3c(=O)n(CC(=O)N4CCN(c5ccccc5F)CC4)cnc32)cc1C,-8,0.5,0,11,1,-6,-0.0059,.,2
O=C(OCn1nnc2ccccc2c1=O)c1cccnc1,-3,0.4,-2,-2,-4,1,0.089,0.2,2
CCOC(=O)C(=CNc1cccc(C)c1C)C(=O)OCC,7,-7.5,45*,19,-9,0,-2,-0.4,-1
CC(=O)Nc1ccc(NC(=O)CN(C)CC(=O)Nc2ccccc2Br)cc1,-19,-0.2,5,-1,10,12,-1.4,1.2,-5

# Results in zVAD death inh, FXIIa inh 1536 and FXIa inh, for some of the entries so far:
SMILES	zVAD death inh	FXIIa inh 1536	FXIa inh
O=C(CSc1ccc(Cl)cc1)Nc1ncccn1	-0.3	11	2
COc1ccc(CC(=O)Nc2nc(-c3cccc([N+](=O)[O-])c3)cs2)cc1	0.7	-6	-3
Cc1ccccc1NC(=O)Cn1c(=O)n(-c2ccc(CC(=O)NCC3CCCO3)cc2)c(=O)c2ccccc21 (stereo not drawn)	2.0	6	3
Cc1ccc(-n2ncc3c(=O)n(CC(=O)N4CCN(c5ccccc5F)CC4)cnc32)cc1C	.	11	1

# (cont.)
SMILES,hK5 inh,TNF death inh,thrombin 1536,FXIIa inh 1536,FXIa inh,Rad51 HR inh,Cl transport mod,zVAD death inh,Hck-Nef inh
O=C(c1cc(=O)[nH]c2ccccc12)N1CCc2ccccc2C1,4,-0.6,-11,6,0,30,-0.39,2.7,23
Cc1nn(CC(=O)c2ccc(Br)s2)c(C)c1[N+](=O)[O-],1,6.5,0,6,3,-38,0.85,0.3,27
O=C(CSc1ncnc2c1oc1ccccc12)NCc1ccco1,-9,-0.8,0,11,8,-4,-1,0.0,3
CC(=O)C(Sc1nc(-c2ccc(F)cc2)nc2c1c(=O)n(C)c(=O)n2C)C(C)=O,1,-0.5,1,8,-3,-2,0.93,1.0,20
C(=N\N=C\c1ccccc1)/c1ccccc1,-5,-3.8,-8,3,-4,1,0.16,1.4,-15
CCOc1ccc(N=C2NC(=O)S/C2=C\c2ccc(N(C)C)cc2)cc1,6,-6.5,6,14,6,.,.,0.1,2
O=C(CN1CCC(C(=O)c2cccc(Cl)c2)CC1)Nc1ccc(C(=O)O)cc1,0,0.7,-8,0,-2,4,-1,2.8,23
Cc1nn(-c2ncc(C(F)(F)F)cc2Cl)c(=O)n1-c1ccccc1Cl,-10,0.5,-8,-14,-6,.,0.55,0.5,-2
COc1ccccc1NC(=O)Nc1ccccc1C(=O)NCCCN1CCOCC1,3,-0.1,3,6,-6,-6,-0.5,-0.1,-10
Cc1ccc(NC(=O)C(=O)NCCN2CCN(S(C)(=O)=O)CC2)cc1C,.,0.0,-1,6,2,0,-0.84,0.6,-13
O=C(N/N=C/c1cccs1)c1ccccn1,-12,-4.4,3,22,3,4,-0.086,-0.4,-1
CCOc1cc(-c2nc3ccccn3c2NCC2CCCO2)ccc1O (stereo not drawn),4,-6.2,3,13,1,-4,-0.34,0.9,3
O=C(c1nn(-c2ccccc2)c(=O)c2ccccc12)N1CCN(c2ncccn2)CC1,0,0.8,-5,6,-3,-80,-1.8,6.2,19
CN(c1ncc(C(F)(F)F)cc1Cl)n1cc(C(N)=O)c2ccccc2c1=O,-5,-0.2,3,17,5,-20,-0.13,-1.2,-3
Cc1nn(-c2ccccc2)c2sc(C(=O)N(CC(=O)NC3CCCC3)Cc3ccco3)cc12,-22,-1.2,2,18,-4,16,1,-0.2,8
COc1ccccc1CNC(=O)CN(c1ccc(C)cc1)S(=O)(=O)c1c(C)n[nH]c1C,3,-3.8,11,16,8,13,.,-0.1,0
Cc1c(C#N)c(NC(=O)c2ccccc2)n(Cc2ccccc2)c1C,-10,-3.6,-8,20,6,1,-1.8,-0.2,-1
Cc1nc(-c2ccccc2)cc(=O)[nH]1,-8,0.4,-3,27,10,-13,0.055,0.1,-1
COc1ccc(OC)c(/C=N/N=C(\N)c2nonc2N)c1,6,1.0,3,16,5,12,-0.5,-0.4,22
Cn1c(NCC(O)c2ccccc2)nc2c1c(=O)n(Cc1ccc(Cl)cc1)c(=O)n2C (stereo not drawn),-4,-0.6,-7,-3,-8,-2,-0.031,-0.9,4

# Taken from above:
# Reading for `CC(=O)C(Sc1nc(-c2ccc(F)cc2)nc2c1c(=O)n(C)c(=O)n2C)C(C)=O` under hK5 inh: 1
# Reading for `Cc1c(C#N)c(NC(=O)c2ccccc2)n(Cc2ccccc2)c1C` under zVAD death inh: -0.2

# Other structures follow.
SMILES,hK5 inh,TNF death inh,thrombin 1536,FXIIa inh 1536,FXIa inh,Rad51 HR inh,Cl transport mod,zVAD death inh,Hck-Nef inh
O=c1[nH]c(CSc2nnnn2-c2ccccc2)nc2ccccc12,-10,2.1,-7,-3,-5,-38,-0.33,1.9,-16
Brc1csc2ncccc12,-4,1.4,-6,-1,-6,11,.,0.2,7
CCc1ccc(C2=NN(C(C)=O)C(c3ccco3)C2)cc1 (stereo not drawn),-17,-1.1,-2,-1,5,15,0.042,-1.0,-17
COc1ccccc1NC(=O)CCCC(=O)OCC(F)(F)C(F)F,-3,-0.1,-3,7,-5,3,0.8,-0.4,2
O=S(=O)(Nc1ncnc2scc(-c3ccc(F)cc3)c12)c1cc(F)ccc1F,4,-2.4,1,7,2,12,-2,0.0,5
CCOc1ccc(-c2nnc3sc(-c4ccccc4OC)nn23)cc1,.,-0.5,.,.,.,.,0.16,-0.2,5
CN(C)C(=O)c1ccc(NC(=O)c2cncc(Br)c2)cc1,4,0.1,-2,13,-20,-1,0.67,2.0,-8
COc1ccc(C)cc1Cn1c(S(C)(=O)=O)nc2ccccc21,-6,-1.0,-5,11,-1,1,0.18,-0.1,0
COC(=O)/C=C/c1oc2ccccc2c1C,9,-3.5,-4,2,-1,11,0.87,-0.2,5
CCCN(CCC)CCNc1c(NC2CCN(C(=O)OCC)CC2)c(=O)c1=O,-1,0.1,-3,15,1,-2,1.2,4.0,1
Cc1cccc(-c2nc3ccccc3c(=O)n2NC(=O)c2cccnc2Cl)c1,-7,1.1,-8,2,-7,-1,0.45,0.6,5
COc1ccc(C(=O)NC2CCCCC2)cc1S(=O)(=O)N1CCCC1,5,0.4,-1,5,-10,6,7.5*,0.6,0
Cc1cccc(C)c1NC(=O)COc1ccc2c(C)c(Cc3ccccc3)c(=O)oc2c1C,-8,0.3,-3,0,2,6,-0.54,-0.3,1
COc1ccccc1-c1nnc(NC(=O)CSc2nncn2C)s1,-13,-0.1,-7,1,-6,19,0.92,0.1,1
CCOc1ccc2oc(C(=O)NC3CC(C)(C)NC(C)(C)C3)c(C)c2c1,-7,-1.3,-11,-2,-4,5,1.2,1.7,21
CC(=O)N(c1cccc(C)c1)S(=O)(=O)c1ccc(Cl)cc1,4,9.7,-1,14,1,1,-0.066,5.8,8
Cc1cc(C(=O)N2CCN(c3ncccn3)CC2)nn1C,0,1.8,-3,5,0,18,-0.44,-0.3,0
CCN1CCN(C(=O)CCN2C(=O)COc3ccc(C)cc32)CC1,0,0.6,4,20,2,4,.,0.3,5
COc1cc(/C=C/C(=O)OCC(=O)c2c(N)n(C)c(=O)n(C)c2=O)ccc1OCC#N,-3,-3.5,-8,6,-7,-2,-0.3,-0.7,12
Clc1ccc2nc(CN3CCCCCC3)cn2c1,-2,-0.9,5,17,13,-1,-0.012,0.0,2
CCCc1nnc(SCC(=O)Nc2ccc(OCC)cc2)n1N,3,-2.2,-7,9,-1,2,0.0014,-0.3,0
CC(C)CNS(=O)(=O)c1cc(C(=O)N2CC(C)OC(C)C2)c(Cl)cc1Cl (stereo not drawn),2,-1.6,0,18,5,-5,-0.047,-0.2,0
CC(C)C1(C(C)C)OC(=O)c2ccccc21,-4,-0.3,-1,8,7,.,-0.14,-0.6,1
CCCCCC(=O)C(=O)c1ccc(O)cc1O,-3,0.9,0,9,0,23,.,0.5,21
Oc1cccc(C=NCc2ccccc2)c1O,-21,-7.6,5,7,-6,0,-2.8,0.3,19
CCOC(=O)C1=C(CSc2nc3ccccc3s2)NC(=O)NC1c1ccc(OC)cc1 (stereo not drawn),-7,-9.0,1,13,1,-2,0.2,8.0,3

# An excerpt; rates above refer to the full screens.
